PI4K2A inh = qHTS for small molecular inhibitors of PI4K2A. activity change, negative = inhibition, % at 76.9 µM. Phosphatidylinositol 4-kinase type 2-alpha (Homo sapiens), Q9BTU6. purified PI4K2A, ADP-Glo luminescence, 1 h; active compounds read low. 420,000 tested, 0.13% active. AID 1346378, 2018; in the data active means activity change below about -50%; inconclusive means mostly about -30% to -49%;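 further: -100% = wells without enzyme as full effect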
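PI4K2A activity was measured by ADP-Glo luminescence: enzyme (4 ug/mL stock) and phosphatidylinositol (1.2 mM stock) in Tris pH 7.5/MgCl2/EGTA/Triton X-100 buffer were reacted with ATP (300 microM stock) for one hour at ambient temperature.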
ERG Ets-DNA blk = qHTS for Small Molecule Inhibitors of the ERG Ets/DNA interaction. Transcriptional regulator ERG (Homo sapiens), P11308. fluorescence polarization, His-ERG Ets domain / labelled DNA. Potency, µM (top dose mostly 76.9 µM), inactives show at the top dose FP activity, negative = inhibition, actives largely listed as inhibitors. 370,000 tested, 0.028% active; active means well fitted inhibition curve with a large enough effect in the polarisation, with a control signal flat; inconclusive means small, poorly fitted or top-dose-only effect, or effect the other way, or a change in a side signal; inactive means no such curve, though single readings can be large or run the other way; the % refers to the polarisation;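 further: polarization taken with two DNA probes labelled with fluorescein and Texas red; potency means the concentration at half of the fitted maximal effect; % of control where 0% means no effect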
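His-tagged ERG Ets domain (1 uM in the protein solution; 300mM KCl, 50mM Tris-HCl, 1mM EDTA, 1mM DTT, pH 7.5) received compound, then a probe mix of 5 nM fluorescein-DNA and 100nM Texas-615-DNA. Fluorescence polarization was read for both dyes.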
G9a inh = qHTS Assay for Inhibitors of Histone Lysine Methyltransferase G9a; Histone-lysine N-methyltransferase EHMT2 (Homo sapiens), Q96KQ7; 350,000 tested, 8.8% active; G9a H3K9 monomethylation, AlphaScreen, 2 h; Potency, µM (series often up to 102 µM), without a hit: top-dose activity, negative = inhibition, most hits filed as inhibitors; AID 504332, 2011; further: potency means the concentration at half of the fitted maximal effect; on the % scale 0 is the no-effect control and ±100 the full control effect; nearly all actives have a fitted effect of over 75% in size
Target sequence (Q96KQ7 913-1193 limits assumed): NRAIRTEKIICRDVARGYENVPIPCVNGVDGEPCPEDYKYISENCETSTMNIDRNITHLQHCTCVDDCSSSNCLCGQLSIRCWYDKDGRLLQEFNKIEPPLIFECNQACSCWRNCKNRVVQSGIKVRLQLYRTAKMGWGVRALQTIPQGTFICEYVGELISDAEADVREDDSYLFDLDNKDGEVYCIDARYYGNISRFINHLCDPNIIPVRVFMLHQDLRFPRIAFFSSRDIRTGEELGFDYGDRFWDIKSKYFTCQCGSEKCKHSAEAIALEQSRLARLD
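Step 1: enzyme (final 20 nM) with compound, 15 min RT. Step 2: substrate peptide 500 nM and SAM 20 uM, 2 h RT. Step 3: anti-H3K9me1 antibody and AlphaScreen beads, 10 min, then plate read.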
ALOX12 inh = Primary qHTS assay for inhibitors of human arachidonate 12S-lipoxygenase (ALOX12): Round 2; purified 12hLO, xylenol orange hydroperoxide absorbance; Potency, µM (highest dose often 108 µM), for inactives: at the highest dose activity change, negative = inhibition, hits mostly inhibitors; AID 1671190, 2021; 580,000 tested, 1.1% active; Polyunsaturated fatty acid lipoxygenase ALOX12 (Homo sapiens), P18054; further: potency means the concentration at half of the fitted maximal effect; on the % scale 0 is the no-effect control and ±100 the full control effect
Target sequence (P18054 whole entry, looked up): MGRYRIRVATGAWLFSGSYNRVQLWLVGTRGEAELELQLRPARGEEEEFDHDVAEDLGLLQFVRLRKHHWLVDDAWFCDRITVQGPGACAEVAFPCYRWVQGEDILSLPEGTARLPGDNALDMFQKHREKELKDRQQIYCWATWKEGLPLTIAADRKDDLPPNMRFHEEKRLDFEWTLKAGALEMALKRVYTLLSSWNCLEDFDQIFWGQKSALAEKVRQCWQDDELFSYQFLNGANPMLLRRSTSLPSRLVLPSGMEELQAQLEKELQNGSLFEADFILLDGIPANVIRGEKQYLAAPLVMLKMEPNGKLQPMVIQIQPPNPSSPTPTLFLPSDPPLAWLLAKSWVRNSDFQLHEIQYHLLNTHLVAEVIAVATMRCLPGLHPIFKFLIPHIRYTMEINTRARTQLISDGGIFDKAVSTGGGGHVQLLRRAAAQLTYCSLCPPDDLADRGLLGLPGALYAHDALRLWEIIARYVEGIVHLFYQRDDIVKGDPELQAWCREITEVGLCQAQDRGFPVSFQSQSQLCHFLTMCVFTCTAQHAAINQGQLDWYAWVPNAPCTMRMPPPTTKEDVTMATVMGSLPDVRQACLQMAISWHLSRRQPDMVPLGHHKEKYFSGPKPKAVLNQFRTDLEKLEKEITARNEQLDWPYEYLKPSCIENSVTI
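Purified human 12hLO (150 nM final) in 25 mM Hepes, 0.01% Triton X-100, pH 7.0 was preincubated 15 min at room temperature with compound. Then 40 uM arachidonic acid was added, 30 min. Hydroperoxide was read by Fe-XO absorbance ratio 573/405 nm.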
HP1b binding inh = HTS for Inhibitors of HP1-beta Chromodomain Interactions with Methylated Histone Tails; AlphaScreen HP1-beta / biotin-H3K9me3 peptide binding; Potency, µM (series often up to 114 µM), inactives show at the highest dose activity change, negative = inhibition, hits mostly inhibitors; 390,000 tested, 0.56% active; AID 540317, 2011; further: potency means the concentration at half of the fitted maximal effect; nearly all actives have a fitted effect of over 70% in size; inactives centre near 23
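AlphaScreen: HP1-beta (50 nM) preformed 30 min with biotin-H3(1-18)K9me3 peptide (50 nM) in PBS pH 7.4, 0.01% Tween-20. Compound added for 30 min at RT, then streptavidin donor/nickel chelate acceptor beads (10 ug/mL) for 30 min.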
GLS inhibitor = qHTS for Inhibitors of Glutaminase (GLS). Glutaminase kidney isoform, mitochondrial (Homo sapiens), O94925. GLS enzymatic activity, qHTS titration. Potency, µM (titrated, usually from 45.5 µM), without a hit: at the top dose activity change, negative = inhibition, most hits filed as inhibitors. 410,000 tested, 0.21% active; further: potency means the concentration at half of the fitted maximal effect; on the % scale 0 is the no-effect control and ±100 the full control effect
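Glutamate formation by hKGA was monitored fluorometrically using coupled glutamate oxidase, HRP and Amplex Red. Substrate was added as 1 mM L-glutamine solution; incubation was 30 min at RT after an initial read.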
JMJD2A Tudor inh = qHTS Assay for Inhibitors of JMJD2A-Tudor Domain. AID 504339, 2011. AlphaScreen JMJD2A-Tudor / H3K4me3 peptide binding. 390,000 tested, 4.4% active. Potency, µM (series often up to 114 µM), without a hit: top-dose activity change, negative = inhibition, actives largely listed as inhibitors; further: potency means the concentration at half of the fitted maximal effect; on the % scale 0 is the no-effect control and ±100 the full control effect; nearly all actives have a fitted effect of over 50% in size
BAZ2B inh = qHTS Assay for Inhibitors of BAZ2B. Potency, µM (top dose mostly 114 µM), inactives show top-dose activity change, negative = inhibition, hits mostly inhibitors. AID 504333, 2011. AlphaScreen BAZ2B-H3K14Ac peptide displacement. 360,000 tested, 4.4% active. Bromodomain adjacent to zinc finger domain protein 2B (Homo sapiens), Q9UIF8; further: potency means the concentration at half of the fitted maximal effect; on the % scale 0 is the no-effect control and ±100 the full control effect; nearly all actives have a fitted effect of over 60% in size
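Compounds, titrated to a top concentration of 110 uM, were incubated 30 min at room temperature with preformed BAZ2B/acetyl-K14 H3 peptide complex (50 nM each). Proximity signal was measured by AlphaScreen after 20 min with beads.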
RGS4 inhibitor = Inhibitors of Regulator of G Protein Signaling (RGS) 4: qHTS; Regulator of G-protein signaling 4 (Homo sapiens), P49798; Transcreener GDP fluorescence polarization, RGS4-accelerated GTP hydrolysis; Potency, µM (highest dose often 114 µM), without a hit: at the top dose activity change, negative = inhibition, hits mostly inhibitors; 390,000 tested, 0.039% active; AID 504845, 2011; further: potency means the concentration at half of the fitted maximal effect; on the % scale 0 is the no-effect control and ±100 the full control effect; nearly all actives have a fitted effect of over 75% in size; some results filed as inactive show a strong effect at the top dose
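MLSMR compounds (23 nl, pin-transferred) preincubated 10 min at room temperature with a 500nM (2x) first reagent, then RGS4 at 900nM (2x) plus Transcreener GDP mix added; fluorescence polarization (620/688 nm) read before and after 90 min at 30 °C.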
* marks the source's active call; other numbers are inactive results; ? = inconclusive; . = no result given; [ ] = another dose, or the depositor's remark. Unless noted, the call rests on the fitted dose curve; in most records, active means well fitted curve in the direction sought with a large enough effect; inconclusive means small, poorly fitted or top-dose-only effect, or another doubt; inactive means no such curve, though single readings can be large; an effect the other way counts as inactive or inconclusive.

SMILES,PI4K2A inh,ERG Ets-DNA blk,G9a inh,ALOX12 inh,HP1b binding inh,GLS inhibitor,JMJD2A Tudor inh,BAZ2B inh,RGS4 inhibitor
Cc1c(C(=O)Nc2ccc3c(c2)OCO3)sc2ncn(CC(=O)N3CC(C)CC(C)C3)c(=O)c12 (stereo unspecified),6,1%,-15%,-11%,33%,-11%,-7%,6%,-2%
CCc1ccc(C2=NN(C(C)=O)C(c3ccco3)C2)cc1 (stereo unspecified),-4,0%,.,-34%,17%,1%,-19%,?,-30%
O=C(c1ccccc1)c1n[nH]c(-c2ccccc2)cc1=O,-1,-15%,?,?,45%[activator],6%,-2%,5%,0%
C=CCc1c(C)nc(C)nc1N/N=C/c1ccccc1O,7,-2%,-12%[12.7 µM],19%,14%,66%[activator],?,50µM*,47%
CC(=O)c1cn(N2CCCCC2)c(=O)[nH]c1=O,1,4%,10%[2.33 µM],-6%,50%[activator],-7%,-15%,7%,28%[56.9 µM]
CCOc1ccc(/C=N/NC(=O)c2[nH]ncc2Br)c(O)c1,-75*,4%,.,-10%,36%,0%,-26%,-13%,-11%
CCOC(=O)C1CCN(C(c2cccc(F)c2)c2c(O)cc(C)n(Cc3ccco3)c2=O)CC1 (stereo unspecified),-1,3%,-37%[59 µM],-20%,28%[57 µM],3%,-30%,-23%,7%
COc1ccc(-n2ncc3c(=O)n(Cc4c(F)cccc4Cl)cnc32)cc1,-6,-11%,-6%[0.501 µM],10%,32%,-1%,-3%,-1%,-13%
CCc1nnc(NC(=O)c2ccc(C)o2)s1,1,9%,.,0%,32%,1%,11%,-3%,2%
CC12CCCC(CC(=O)O)(C1)NC(=O)C2 (stereo unspecified),6,-8%,.,-6%,16%,-10%,-2%,.,15%
CCCCCOC(=O)C1[C@H]2C(=O)N(Cc3cccs3)C[C@]23C=C[C@H]1O3 (stereo partly specified),-6,3%,10%[59 µM],-20%,26%,4%,-18%,-2%,13%
COc1ccc(Nc2nc(N3CCCCC3)nc3ccccc23)c(OC)c1,-1,1%,103%[activator][59 µM],-1%,103%[activator],1%,28%,35%,-14%
Cc1cnc(C(=O)Nc2nc(-c3ccccc3)cs2)cn1,0,4%,16%[59 µM],11%,13%,3%,-32%,-11%,14%
CCc1ccc(NC(=O)CCNS(=O)(=O)c2ccc3c(c2)oc(=O)n3C)cc1,3,5%,-3%[59 µM],?,51%[activator],0%,-11%,2%,1%
Cc1cc(N2CCN(Cc3ccccc3)CC2)n2nc(C)c(-c3ccccc3)c2n1,2,-5%,48%[59 µM],0%,73%[activator],-7%,17%,-2%,23%
Cn1c(C(C#N)C(=O)c2sc3ccccc3c2Cl)nc2ccccc21 (stereo unspecified),3,8%,19%,27%,33%,-6%,-25%,8%,-19%
COCCCN(C(=S)Nc1cc(Cl)cc(Cl)c1)C(C)c1ccccn1 (stereo unspecified),4,-10%,?,-20%,36%,9%,36%[activator],4%,-53%
COc1ccc(/C=C/c2nnc(NC(C)=O)s2)cc1,-15,-7%,.,0%,12%,-11%,-23%,2%,?
Cc1cc(NC(=O)CN2CC(C)OC(C)C2)n(-c2nc3ccccc3s2)n1 (stereo unspecified),-1,-5%,-4%,.,24%,-11%,-16%,7%,-4%
CN(C)S(=O)(=O)c1ccc(NC(=O)N2CCN(c3ccccc3Cl)CC2)cc1,4,-3%,24%[59 µM],7%,29%,2%,-5%[57.1 µM],7%,11%[56.9 µM]
CCCn1nc(NC(=O)C(C)C)c2cc3cc(OC)ccc3nc21,-2,-4%,8%,0%,24%,4%,6%,8%,42%
CC(=O)Nc1ccc(NC(=O)COC(=O)/C(=C/c2ccccc2)n2nnnc2C)cc1,-9,9%,.,-23%,67%[activator],-1%,-8%,-14%,?
CCCCCCCC(=O)NC(Nc1ccc(S(N)(=O)=O)cc1)C(Cl)(Cl)Cl (stereo unspecified),-3,3%,0%[59 µM],-14%,20%,-1%,-1%,10%,-27%
COc1ccccc1C(=O)NCCCCNC(=O)c1ccccc1OC,0,-4%,.,361%[activator],24%,-8%,3%,.,-16%
CN(CC(=O)Nc1c(Cl)cccc1Cl)C(=O)C1=COCCO1,8,-20%,-10%,-2%,29%,-9%,-14%,-1%,-18%
Cc1nn(C)cc1CNC(=O)c1cccc(Cl)c1,5,-15%,-7%[59 µM],9%,17%,-2%,-13%,0%,-9%
Cc1ccc(SCCN2CCC(O)CCC2=O)cc1 (stereo unspecified),-1,14%,-4%,-14%,21%,0%,-13%,1%,-5%
COc1ccc(CC2C(=O)Nc3ccc(Br)cc32)cc1OC (stereo unspecified),-1,0%,-17%[59 µM],-12%,22%,-3%,-19%,-13%,6%
CN(C)S(=O)(=O)c1ccc(C(=O)NCc2cccs2)cc1,2,1%,-35%[12.7 µM],-5%,2%,8%,2%,-2%,13%
O=C(COC(=O)c1ccc2ncsc2c1)Nc1cccc(Cl)c1,0,-2%,4%[12.7 µM],4%,39%,1%,0%,2%,8%
COc1cc(C(=O)NCC(=O)N/N=C(/C)c2cccs2)cc(OC)c1OC,-6,2%,12%[59 µM],35%[activator],21%,2%,-6%,-2%,16%
CC[C@H](C)/C=C(C)/C=C/C(=O)Cc1cc(O)c(C)c(O)c1C=O,-11,25%,?,?,-24%,-22%,?,?,-34%
COCCNC(=S)N/N=C(\C)c1cccc([N+](=O)[O-])c1,4,-2%,22%[59 µM],?,19%,-8%,-10%,-5%,-27%
Cc1ccc(C)c(NC(=O)Cn2ccn(-c3ccc(F)cc3)c(=O)c2=O)c1,4,-3%,-3%[59 µM],-13%,56%[activator],1%,1%,-18%,-30%
Cc1c(Cl)cccc1NC(=O)c1ncn(-c2ccccc2)n1,-1,2%,5%[59 µM],-6%,16%,8%,-11%,5%,11%
Cc1cccc(C(=O)Nc2cc3c(cc2N2CCCCC2)n(C)c(=O)n3C)c1,-1,2%,-42%[59 µM],-30%,15%,?,-22%,50µM*,-1%
Cc1ccc(CNC(=O)CN2C(=O)CCc3cc(S(=O)(=O)N4CCCCC4)ccc32)cc1,-2,6%,-2%[12.7 µM],1%,27%,-1%,-7%,0%,5%
O=C1CN=C(Nc2ccc(Cl)cc2)N1c1ccccc1,-7,0%,?,?,32%,18%,-11%,-3%,24%
O=C(N/N=C/c1ccco1)c1cc(-c2cccc(Br)c2)nc2ccccc12,2,0%,-1%,-2%,11%,-4%,-3%,?,-22%
O=C(CSc1nc2ccccc2nc1Cc1ccc(Cl)cc1)Nc1ccc2c(c1)OCO2,-6,-6%,6%[59 µM],-18%,14%[57 µM],-1%,-17%,7%,11%
COc1ccc2c(c1)c(=O)oc1c(C)c(OCc3cc(C(=O)O)oc3C)ccc12,-5,-7%,?,?,?,?,28µM*,?,-19%
O=C(NCCc1ccc(Cl)cc1Cl)c1cccnc1,-5,-8%,-3%,-3%,?,-1%,-11%,-4%,-15%
CC(C)C1N=C2c3ccccc3N=C(SCC(=O)NCc3ccc(F)cc3)N2C1=O (stereo unspecified),-1,-1%,1%[59 µM],-17%,30%,7%,-6%,-6%,-13%
COc1ccccc1CNC(=O)CCC(=O)N1Cc2ccccc2Oc2ncccc21,-1,1%,0%[59 µM],-17%,32%,8%,-2%,3%,7%
O=C(/C=C/c1cccc([N+](=O)[O-])c1)NCCN1C(=O)S/C(=C\c2ccc(F)cc2)C1=O,1,0%,11%[59 µM],1%,4%,6%,-12%,2%,-2%
COc1ccc2cc(C(=O)NCCCN3CCCC3=O)[nH]c2c1,-3,-11%,-7%,1%,23%,17%,9%,-3%,20%
CC(=O)/C(N=Nc1cc(C)ccc1O)=C(\C)O,-6,3%,?,?,14%,2%,-22%,-38%,-30%
O=C(CSC1=NCCS1)N1CCOCC1,-11,2%,-6%,-5%,25%,8%,-5%,6%,23%
O=C(Nc1cccc(C(F)(F)F)c1)c1cnc2n(c1=O)CCS2,1,1%,-70%,-12%,12%,-4%,?,9%,-25%
COc1ccc(C(=O)O/N=C(\N)c2ccccc2)cc1OC,5,4%,22%,?,-5%,4%,-3%,0%,-20%
Cc1nc2cccnc2n1C1CCN(C(=O)Nc2ccccc2)CC1,2,4%,29%[59 µM],-3%,13%,8%,-7%,-7%,25%
CCOC(=O)C1(Cc2ccccc2)CCN(Cc2ccc3c(c2)OCCO3)CC1,-4,-2%,.,10%,17%[57 µM],13%,-14%,-25%,-8%

Bioassay records as filed in PubChem BioAssay.

These rows are one share of the data, so the mix of outcomes need not match the whole.
